Screening data as filed in PubChem BioAssay.
Tn6 DDE FP = DD(E)-Tn6 binding inhibition, primary FP screen. Fibrin DD(E) TRITC-Tn6 fluorescence polarization displacement. hit rate 0.21% among 370,000. inhibition, % at 8.3 µM;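 active = inhibition above a per-campaign cutoff: mean of compounds within control limits plus 3 SD, cut at about 15% in these data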;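 note: 0% = median of all compound wells on the plate and 100% = blocking peptide control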
Target sequence (P02675 whole entry, looked up): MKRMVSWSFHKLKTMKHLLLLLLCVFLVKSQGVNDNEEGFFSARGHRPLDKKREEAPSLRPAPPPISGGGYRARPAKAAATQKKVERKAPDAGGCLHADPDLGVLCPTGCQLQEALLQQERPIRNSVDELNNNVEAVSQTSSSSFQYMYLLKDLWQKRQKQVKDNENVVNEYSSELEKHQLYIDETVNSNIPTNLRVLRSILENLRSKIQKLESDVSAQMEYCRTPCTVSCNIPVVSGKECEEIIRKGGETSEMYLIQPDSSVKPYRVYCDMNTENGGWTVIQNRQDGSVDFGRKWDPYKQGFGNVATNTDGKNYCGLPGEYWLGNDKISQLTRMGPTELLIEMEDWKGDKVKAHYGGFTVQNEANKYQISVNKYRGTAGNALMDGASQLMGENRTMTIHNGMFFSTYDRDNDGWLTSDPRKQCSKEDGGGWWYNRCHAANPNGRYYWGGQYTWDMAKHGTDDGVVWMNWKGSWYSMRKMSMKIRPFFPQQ
PLC-gamma1 inh = inhibitors of human phospholipase C gamma1; P19174; purified PLC-gamma1, fluorogenic substrate, fluorescence; AID 720700; inhibition, % at 12.2 µM; hit rate 0.84% among 370,000; in the data active = inhibition above about 9.5%
KLK7 zymogen act = activators of human kallikrein-7 zymogen | P49862 | purified proKLK7, EDANS-DABCYL substrate fluorescence; 100% is mature enzyme control, 0% vehicle | activation, % at 7 µM | hit rate 0.9% among 370,000;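 active = activation above the mean of all tested compounds plus 3 SD, computed per campaign excluding outliers beyond control limits, cut at about 13% in these data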
Tn7 DDE FP = DD(E)-Tn7 binding inhibition, primary FP screen; AID 720508; hit rate 0.13% among 370,000; inhibition, % at 8.3 µM; FP displacement of FITC-Tn7 peptide from fibrin DD(E); 0% = median of compound wells per plate;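 active = inhibition above the mean of compounds falling within the control limits plus 3 SD of them, cut at about 14% in these data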;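 note: 0% = plate median of compound wells and 100% = 10 µM Aha-Tn7 peptide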
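system = human fibrin DD(E) protein | quantity = DD(E) 2 µM final | medium = Tris/NaCl/CaCl2 buffer, pH 7.8 | also added = labelled Tn7 tracer, 0.1 µM | compound dosing = single point at 8.3 µM | timing = compound with protein 10 min, then 3 h after probe, room temperature | signal = FP measurement | benchmarks = Aha-Tn7 high control | repeats = one replicate per compound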
ADAM17 inh = ADAM17 inhibition, QFRET primary screen. recombinant ADAM17, EDANS/DABCYL FRET peptide cleavage. inhibition, % at 6.95 µM. hit rate 0.83% among 370,000. AID 720648;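 active = inhibition above the mean of compounds lying between control limits plus 3 SD, set per campaign, cut at about 8.5% in these data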;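 note: 0% = DMSO-only wells as the low control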
TDP2 absorb = TDP2 (human) inhibition, absorbance primary screen | O95551 | recombinant TDP2, T5PNP hydrolysis, p-nitrophenol absorbance 415 nm | inhibition, % at 12.8 µM | hit rate 0.34% among 370,000;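 active = inhibition above the mean of all tested compounds plus 3 SD, set per campaign, cut at about 25% in these data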;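 note: 0% = DMSO with enzyme and 100% = buffer with substrate but no TDP2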
Target sequence (O95551 whole entry, looked up): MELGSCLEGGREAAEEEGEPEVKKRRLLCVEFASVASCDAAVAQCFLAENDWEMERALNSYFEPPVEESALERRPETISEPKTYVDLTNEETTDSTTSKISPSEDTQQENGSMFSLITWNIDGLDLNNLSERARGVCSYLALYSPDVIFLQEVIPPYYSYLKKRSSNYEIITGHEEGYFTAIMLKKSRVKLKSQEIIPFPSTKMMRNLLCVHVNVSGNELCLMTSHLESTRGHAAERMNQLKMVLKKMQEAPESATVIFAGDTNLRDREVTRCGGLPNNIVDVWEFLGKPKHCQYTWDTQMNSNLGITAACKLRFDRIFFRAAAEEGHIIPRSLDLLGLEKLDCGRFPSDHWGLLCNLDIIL
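Test system: Human TDP2 enzyme | Reagent: 5 mM T5PNP | Compound dosing: 12.8 µM single point, 1% DMSO | Incubation: Enzyme reaction with compound for 2 h at 37 °C | Technique: p-Nitrophenol epi absorbance | Read-out: % inhibition relative to enzyme-containing and enzyme-free wells | Benchmarks: High control without enzyme, low control DMSO plus TDP2 | Replicates: Singlicate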
LEDGF integ inh = blocks HIV-1 LEDGF/p75-dependent DNA integration; AID 743269; hit rate 0.64% among 370,000; inhibition, % at 3.7 µM; TR-FRET IN-LEDGF/p75 DNA integration, Eu/Cy5;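 active = inhibition above the screen-wide mean plus 3 SD, cut at about 13% in these data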;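 note: signal is the Cy5 over europium emission ratio at 671 and 618 nm; 0% = plate median of compound wells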
ARFGAP1 inh = inhibits rat ARF GTPase activating protein 1; Q62848; Arfgap1-stimulated ARF1 GTP hydrolysis, GDP FP detection; inhibition, % at 16.5 µM; hit rate 0.26% among 360,000;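 active = inhibition above a per-plate limit, mean inhibition of low control wells plus 3 SD, cut at about 25% in these data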;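 note: 0% = DMSO wells with enzyme and 100% = wells lacking Arfgap1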
Target sequence (Q62848 1-136 limits assumed): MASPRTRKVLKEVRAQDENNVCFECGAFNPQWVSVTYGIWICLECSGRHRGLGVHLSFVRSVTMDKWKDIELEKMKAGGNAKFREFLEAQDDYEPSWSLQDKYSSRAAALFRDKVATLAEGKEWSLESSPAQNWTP
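material = rat Arfgap1 catalytic domain, aa 1-136 | also added = human ARF1(Δ1-17)-GTP substrate | compound dosing = one concentration, 16.5 µM, DMSO 1.26% | times = GTP hydrolysis reaction 2 h at 25 °C | measured by = FP, GDP Alexa 633 tracer displaced from anti-GDP antibody, 620/688 nm | evaluation = percent inhibition of Arfgap1-stimulated GTP hydrolysis | replication = single well per compound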
ASAP1 GAP inh = inhibitors of human ASAP1 ArfGAP activity. ASAP1-stimulated ARF1 GTP hydrolysis, GDP FP detection. inhibition, % at 16.5 µM. hit rate 0.19% among 360,000. Q9ULH1; in the data active = inhibition above about 25%;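 note: 0% = vehicle with enzyme and substrate and 100% = no enzyme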
ADAM10 inh = inhibits human ADAM10; O14672; recombinant ADAM10, EDANS/DABCYL FRET peptide cleavage, 3 h; inhibition, % at 7 µM; hit rate 0.62% among 370,000;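 active = inhibition above a per-campaign cutoff equal to the mean of compounds falling between control-based bounds plus 3 SD, cut at about 20% in these data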;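 note: 0% = DMSO wells while the 100% control is not disclosed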
The depositor's hits bear a star; x = not tested or not shown. Random draw from the library. Share with any hit: about 4.2%.

Tn6 DDE FP,PLC-gamma1 inh,KLK7 zymogen act,Tn7 DDE FP,ADAM17 inh,TDP2 absorb,LEDGF integ inh,ARFGAP1 inh,ASAP1 GAP inh,ADAM10 inh,mol
6,3,-0.2,3,-5,0,-4,2,-4,1,O=C(NCc1ccccc1)C1C2C=CC3(CN(Cc4cccnc4)C(=O)C13)O2 (stereo not drawn)
-9,3,0.7,2,-4,-1,2,12,11,-2,COc1ccc(/C([O-])=C(/C(=S)Nc2ccc(C)c(C)c2)n2c[n+](C)c3ccccc32)cc1OC
-2,1,0.2,-7,2,1,-1,-1,7,3,COC(=O)c1cccc(NC(=O)c2cnn(C)c2)c1
2,-1,-0.2,6,-3,1,-3,-8,5,-10,OC(COCc1ccccc1)CN1CCN(c2ccccc2)CC1 (stereo not drawn)
-2,1,-0.6,7,3,6,1,3,-4,7,O=C(CNC(=O)c1ccc(S(=O)(=O)N2CCCC2)cc1)N/N=C/c1c(Cl)cccc1Cl
3,0,0.6,-3,-3,2,0,-4,5,1,CN(C(=O)CN1C(=O)NC(C)(CCc2ccccc2)C1=O)c1ccccc1 (stereo not drawn)
-5,4,0.0,0,-3,-3,1,2,1,-8,COCC(=O)Nc1nc2ccccc2s1
2,-2,-0.1,6,-2,-3,-6,-2,-1,0,Cc1ccc(C(=O)OCC(=O)N(C)c2ccccc2)cc1C
3,4,0.4,-4,5,0,-2,-2,-5,-7,Cc1ccc(CNC(=O)CN2C(=O)NC3(CC(C)CC(C)(C)C3)C2=O)cc1 (stereo not drawn)
-3,1,0.0,0,-2,16,-1,0,8,-3,CCOc1ccc(S(=O)(=O)NCc2ccccn2)cc1NC(=O)c1ccccc1
-3,7,-0.3,-11,4,-7,2,9,-2,4,CNC(=O)c1ccccc1S(=O)(=O)c1ccccc1C#N
-4,-2,0.6,5,0,-3,2,x,x,5,COC(=O)[C@]12C[C@H](CC(=O)NCc3ccc(C)o3)C(=O)N(CCC3=CCCCC3)C1=C[C@H](C(C)C)O[C@@H]2C1CC1
1,3,0.2,-5,-1,12,2,-3,-9,1,COc1cc(NC(C)=O)c2ncccc2c1[N+](=O)[O-]
-6,0,-4.1,1,1,7,-1,-3,17,-5,CCN1C(c2ccc(F)cc2)=CS/C1=C(/C#N)c1nnc2n1-c1ccccc1SC2
5,-2,0.3,2,1,-12,-2,-3,6,-2,O=C(NC(=S)NNC(=O)c1cnccn1)c1ccc(Cl)cc1
9,0,-5.6,-6,4,0,-2,-3,10,8,CCN=C1S/C(=C\c2cn(C(C)=O)nc2-c2ccccc2)C(=O)N1CC
-3,0,-0.1,9,0,2,3,4,-17,-1,COC(=O)C1CN(C(=O)C(C)Oc2ccc(C(C)C)cc2)c2ccccc2O1 (stereo not drawn)
8,-11,0.2,-4,4,3,2,-8,3,1,CCOC(=O)C1=NN(N=O)C2(CC(=O)N(c3cc(C)cc(C)c3)C2=O)C1 (stereo not drawn)
-2,0,0.6,-3,0,4,3,3,-5,-3,Cc1ccc(S(=O)(=O)N2CCCCC2)cc1NC(=O)CSCC(=O)O
4,1,0.2,-8,-5,6,0,12,10,-1,C#CC(C)(CC)NC(=O)c1cc(OC)c(OC)c(OC)c1 (stereo not drawn)
-2,3,0.4,2,3,-20,1,-8,14,14,Cc1nc2ccc(NC(=O)c3cnc(Cl)c(Cl)c3)cc2s1
-4,3,-0.8,-5,4,-7,-1,5,0,11,COc1cccc(NC(=O)CC(=O)c2ccc([N+](=O)[O-])cc2)c1
0,-2,0.2,7,0,8,1,-3,6,-2,Cc1nn(CC(=O)c2ccc(Cl)cc2Cl)c(C)[n+]1N
-1,2,-0.7,2,-4,9,-4,1,2,-11,CCc1ccc(C(=O)NNC(=O)C2CSC3(C)CCC(=O)N23)cc1 (stereo not drawn)
3,-10,0.0,-1,-4,-10,-5,14,-10,-12,COc1cc(OC)cc(C(=O)OC/C(O)=C(\C#N)c2nc3ccccc3[nH]2)c1
5,-11,-1.6,7,-11,1,-3,-4,5,-42,Cc1ccc(-c2nc(CS(=O)(=O)CC(=O)N3CC(C)CC(C)C3)c(C)o2)cc1 (stereo not drawn)
-2,-4,-0.3,8,2,-2,0,11,1,4,O=C(Nc1ccc2c(c1)OCO2)c1cc(-c2ccccc2Cl)on1
-1,3,0.1,-1,0,-10,2,-2,-7,-6,COc1cc(C(=O)NCC(c2cccs2)N2CCOCC2)ccc1OCc1ccccc1 (stereo not drawn)
-6,0,0.1,-4,-11,2,2,10,3,27*,Cc1ccc(C)c(OCCC(=O)OCC(=O)Nc2ccc(C)c(S(=O)(=O)N3CCCCC3)c2)c1
10,-1,0.2,-6,-1,5,1,3,8,1,COc1cccc(NC(=O)COC(=O)Cc2ccccc2[N+](=O)[O-])c1
-1,3,0.0,0,5,-13,5,11,-4,6,Cc1ccc(NS(=O)(=O)c2ccc(OCC(=O)NCc3ccncc3)cc2)cc1
1,-2,-0.2,5,-3,3,-1,-4,-5,1,Cc1nc(N)sc1C(=O)N1N=N1
4,0,-0.2,-2,0,-8,-2,-2,-1,7,Cc1ccc(-n2nc(C)c(C(=O)O)n2)c(C)c1
-5,0,0.0,2,-2,6,1,10,7,-1,COc1cccc(CNC(=O)[C@H]2CCCN2C(=O)[C@H]2CCCN2C(=O)c2cc(F)cc(F)c2)c1
7,6,0.7,-2,4,-6,2,-9,-10,8,CCOC(=O)[C@]12CCCC=C1N(Cc1ccc(Cl)cc1Cl)C(=O)[C@H](CC(=O)N1CCN(C(=O)c3ccco3)CC1)C2
4,0,0.3,0,-3,3,-3,4,1,-2,O=C(CCc1nnc(CCC2CCCCC2)o1)NCCc1cccnc1
-9,-3,0.1,2,2,-7,-6,94*,18,-6,COc1ccc(Cl)cc1NC(=O)c1nnn(CC(=O)Nc2ccc3c(c2)OCO3)c1N
-3,8,0.0,-7,1,-8,0,7,0,4,CCOC(=O)Cn1c(=N)n(CCOc2cccc(C)c2)c2ccccc21
-2,6,0.4,-6,-1,-11,5,8,-2,5,Nc1nc(SCn2nnc3ccccc3c2=O)n[nH]1
1,2,0.2,-5,-6,-10,-6,2,-11,-4,Cc1cccc(OC(=O)CCN2C(=O)C3C4C=CC(C5CC45)C3C2=O)c1C (stereo not drawn)
-14,0,-1.0,-2,-3,-9,2,23,12,-6,CCOC(=O)N1CCN(c2ncnc3c2oc2nc(C(C)C)c4c(c23)CCC4)CC1
-8,-1,0.3,5,0,-6,-3,-2,8,-2,C=CC(=O)NCCCc1cc(C(C)(C)C)c(O)c(C(C)(C)C)c1
-8,-1,-0.2,8,-3,1,-2,6,5,-15,O=C(Nc1nc(-c2ccc3c(c2)OCO3)cs1)C1CC1
7,0,-0.2,2,0,1,-2,-4,-6,3,COc1ccccc1Nc1nc(N)nc(CSC(=S)N2CCOCC2)n1
2,1,-0.1,6,0,14,0,2,15,5,C[C@H](CO)N1C[C@H](C)[C@@H](CN(C)S(=O)(=O)c2cccs2)Oc2ccc(NC(=O)Cc3ccccc3)cc2C1=O
6,0,0.3,2,-3,1,-3,7,8,3,Cc1ccc(NC(=O)c2cccnc2)cc1C
-3,-1,0.0,-11,-1,-5,4,-5,-2,-5,O=C1CN(C(=O)NCC(=O)N[C@H](C(=O)O)c2ccccc2)c2ccccc2N1
3,1,0.6,-3,-2,4,-2,2,0,-1,COc1ccc(N2CCN(S(=O)(=O)c3cc4c(cc3C)NC(=O)CO4)CC2)cc1
7,2,-0.3,-1,1,-1,6,-2,17,3,C1CCN(CCCNC2C3CC4CC(C3)CC2C4)C1 (stereo not drawn)
5,-2,-0.6,7,5,-8,-3,2,6,9,CN1/C(=C\C(=O)Nc2ccc(Cl)cc2)C(C)(C)c2ccccc21
-4,0,-0.9,3,3,7,-3,5,-4,-4,CC1Sc2ccc(S(=O)(=O)CCC(=O)N3CCCC3)cc2NC1=O (stereo not drawn)

Grouped by structure: those above containing an aryl methoxy group (11)
Tn6 DDE FP,PLC-gamma1 inh,KLK7 zymogen act,Tn7 DDE FP,ADAM17 inh,TDP2 absorb,LEDGF integ inh,ARFGAP1 inh,ASAP1 GAP inh,ADAM10 inh,mol
-9,3,0.7,2,-4,-1,2,12,11,-2,COc1ccc(/C([O-])=C(/C(=S)Nc2ccc(C)c(C)c2)n2c[n+](C)c3ccccc32)cc1OC
1,3,0.2,-5,-1,12,2,-3,-9,1,COc1cc(NC(C)=O)c2ncccc2c1[N+](=O)[O-]
4,1,0.2,-8,-5,6,0,12,10,-1,C#CC(C)(CC)NC(=O)c1cc(OC)c(OC)c(OC)c1 (stereo not drawn)
-4,3,-0.8,-5,4,-7,-1,5,0,11,COc1cccc(NC(=O)CC(=O)c2ccc([N+](=O)[O-])cc2)c1
3,-10,0.0,-1,-4,-10,-5,14,-10,-12,COc1cc(OC)cc(C(=O)OC/C(O)=C(\C#N)c2nc3ccccc3[nH]2)c1
-1,3,0.1,-1,0,-10,2,-2,-7,-6,COc1cc(C(=O)NCC(c2cccs2)N2CCOCC2)ccc1OCc1ccccc1 (stereo not drawn)
10,-1,0.2,-6,-1,5,1,3,8,1,COc1cccc(NC(=O)COC(=O)Cc2ccccc2[N+](=O)[O-])c1
-5,0,0.0,2,-2,6,1,10,7,-1,COc1cccc(CNC(=O)[C@H]2CCCN2C(=O)[C@H]2CCCN2C(=O)c2cc(F)cc(F)c2)c1
-9,-3,0.1,2,2,-7,-6,94*,18,-6,COc1ccc(Cl)cc1NC(=O)c1nnn(CC(=O)Nc2ccc3c(c2)OCO3)c1N
7,0,-0.2,2,0,1,-2,-4,-6,3,COc1ccccc1Nc1nc(N)nc(CSC(=S)N2CCOCC2)n1
3,1,0.6,-3,-2,4,-2,2,0,-1,COc1ccc(N2CCN(S(=O)(=O)c3cc4c(cc3C)NC(=O)CO4)CC2)cc1
